# Screening results from PubChem BioAssay.
# SRC2 inh: inhibits human steroid receptor coactivator 2 | Q15596 | HEK293 GAL4-SRC2 luciferase reporter, luminescence | inhibition, % at 9 µM | 370,000 compounds, 0.17% hits;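 active = inhibition above the mean inhibition of all tested compounds plus 3 SD, set per campaign, cut at about 52% in these data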;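 also: 0% = DMSO treated cells and 100% = cells given Gossypol at 36 µM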
# TROY NFkB inh: TROY signaling inhibition; inhibition, % at 10 µM; 360,000 compounds, 0.98% hits; AID 1347056; Q293 LMP1-TROYcd NF-kB luciferase reporter, 4 h;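 active = compounds whose plate-normalised and pattern-corrected inhibition of the luciferase reporter signal at the single screening dose is 50% or more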
# NCOA3 inh: human NCOA3 inhibition. HEK293 GAL4-SRC3 luciferase reporter, luminescence. 360,000 compounds, 0.17% hits. Q9Y6Q9. inhibition, % at 3.6 µM;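 active = inhibition above a per-campaign cutoff, the mean of all compounds plus 3 SD, cut at about 60% in these data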;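 also: 0% = DMSO-treated cells and 100% = gossypol-treated cells at 36 µM; higher means less SRC3-driven luciferase light from the GAL4 reporter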
# KKLEB cytotox: CF airway cell cytotoxicity counter-screen; KKLEB CF airway cells viability, ATPlite luminescence, overnight; stronger effect = lower value; cells stimulated with P. aeruginosa culture filtrate; AID 602141; 360,000 compounds, 0.36% hits; activity change (cytotoxicity), % at 5 µM;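 active = corrected activity change at or below -50% at 5 µM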
# LMP1 NFkB inh: Epstein-Barr LMP1 NF-kappaB reporter inhibition; LMP1-induced NF-kappaB luciferase reporter cells, luminescence; inhibition, % at 12.5 µM; 350,000 compounds, 0.69% hits; AID 504558; in the data active = inhibition above about 41%;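 also: 0% = neutral control wells and 100% = reference inhibitor control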
# COUP-TFII inh: NR2F2 (human) inhibition, primary screen | inhibition, % at 8.6 µM | 370,000 compounds, 0.7% hits | AID 686940 | HEK293T NGFI-A luciferase reporter, luminescence | P24468;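 active = inhibition above a per-plate cutoff, mean inhibition of test wells between control levels plus 3 SD, cut at about 38% in these data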;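 also: cells cotransfected with COUP-TFII expression vector driving the NGFI-A reporter; 0% = median of COUP-TF2 test wells and 100% = reporter-only cells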
# TWEAK-Fn14 inh: TWEAK-Fn14 signaling inhibition; TWEAK-stimulated Fn14 reporter cells, luciferase luminescence, 8 h; inhibition, % at 10 µM; 360,000 compounds, 2% hits; AID 1159606; in the data active = inhibition above about 50%
# TRAIL sens C8: sensitizes caspase-8 expressing cells to TRAIL | NB7+C8 cells + TRAIL, ATPlite viability luminescence | inhibition (viability loss, TRAIL sensitization), % at 10 µM | 360,000 compounds, 1% hits;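 active = compounds causing at least 50% loss of cell viability in the single-dose screen, relative to plate controls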
# NR5A2 inv ag: inverse agonists of human LRH-1 (NR5A2); O00482; HEK293T StAR-luciferase reporter, LRH-1 transfected, 24 h; inhibition, % at 3.6 µM; 360,000 compounds, 0.13% hits; AID 602396;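 active = inhibition above the mean inhibition of all tested compounds plus 3 SD, cut at about 73% in these data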;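 also: 0% = DMSO wells and 100% = reporter-only cells lacking LRH-1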
# CF NFkB block: blocks PAF-induced NF-kB reporter in cystic fibrosis cells; KKLEB NF-kB-GFP reporter, GFP fluorescence overnight; AID 588850; inhibition, % at 5 µM; 360,000 compounds, 0.86% hits;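 active = at least 50% inhibition at 5 µM, scaled per plate between neutral and stimulator controls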;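 also: PAF is a Pseudomonas aeruginosa culture filtrate used as stimulus; plate controls were PAF-stimulated DMSO wells for no effect and unstimulated DMSO wells for full effect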
# SRC1 inh: human NCOA1 inhibition | HEK293 GAL4-SRC1 luciferase reporter, luminescence | inhibition, % at 3.6 µM | 360,000 compounds, 0.12% hits | AID 588354;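 active = inhibition above the campaign mean plus 3 SD, with each screening campaign given its own cutoff, cut at about 60% in these data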;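 also: 0% = DMSO treated cells and 100% = gossypol at 36 µM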
# Target sequence (Q15788 whole entry, looked up, the tested form may be a part): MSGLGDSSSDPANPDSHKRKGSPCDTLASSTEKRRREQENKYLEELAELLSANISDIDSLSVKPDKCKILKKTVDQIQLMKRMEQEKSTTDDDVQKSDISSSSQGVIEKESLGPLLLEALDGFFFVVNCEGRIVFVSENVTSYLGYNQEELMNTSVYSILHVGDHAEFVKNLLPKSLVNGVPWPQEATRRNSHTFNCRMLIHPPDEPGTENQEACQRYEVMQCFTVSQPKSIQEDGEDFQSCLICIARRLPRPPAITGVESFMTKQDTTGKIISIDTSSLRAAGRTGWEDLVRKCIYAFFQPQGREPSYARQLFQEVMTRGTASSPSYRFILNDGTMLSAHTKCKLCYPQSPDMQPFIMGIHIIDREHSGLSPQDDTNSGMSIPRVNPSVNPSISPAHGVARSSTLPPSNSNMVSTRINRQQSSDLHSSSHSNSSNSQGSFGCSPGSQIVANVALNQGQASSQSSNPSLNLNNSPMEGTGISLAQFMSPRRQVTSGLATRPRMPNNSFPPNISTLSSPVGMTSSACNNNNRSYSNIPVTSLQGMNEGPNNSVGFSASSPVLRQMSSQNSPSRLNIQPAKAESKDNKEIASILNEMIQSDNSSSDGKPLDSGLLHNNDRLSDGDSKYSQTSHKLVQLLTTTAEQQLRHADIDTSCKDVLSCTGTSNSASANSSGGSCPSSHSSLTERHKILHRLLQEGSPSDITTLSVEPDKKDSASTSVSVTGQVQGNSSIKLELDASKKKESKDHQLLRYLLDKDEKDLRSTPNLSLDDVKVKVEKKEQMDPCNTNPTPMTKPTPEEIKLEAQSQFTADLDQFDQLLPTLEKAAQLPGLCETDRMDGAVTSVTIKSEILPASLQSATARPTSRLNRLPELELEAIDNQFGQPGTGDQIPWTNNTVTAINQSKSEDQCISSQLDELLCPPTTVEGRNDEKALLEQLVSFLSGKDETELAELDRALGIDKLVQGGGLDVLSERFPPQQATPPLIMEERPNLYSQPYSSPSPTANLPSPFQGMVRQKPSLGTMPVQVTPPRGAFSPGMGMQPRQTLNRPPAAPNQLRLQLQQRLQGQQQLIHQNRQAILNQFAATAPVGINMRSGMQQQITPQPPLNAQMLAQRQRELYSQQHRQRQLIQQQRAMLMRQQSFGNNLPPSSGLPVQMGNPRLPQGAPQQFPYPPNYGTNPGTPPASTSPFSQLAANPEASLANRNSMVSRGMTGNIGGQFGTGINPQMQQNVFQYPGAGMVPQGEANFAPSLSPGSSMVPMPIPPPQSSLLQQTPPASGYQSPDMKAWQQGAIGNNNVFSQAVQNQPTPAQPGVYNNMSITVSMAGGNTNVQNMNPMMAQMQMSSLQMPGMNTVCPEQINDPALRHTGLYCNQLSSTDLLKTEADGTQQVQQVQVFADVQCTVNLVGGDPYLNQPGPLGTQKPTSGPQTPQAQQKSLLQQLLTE
# * hit, by the source's call; / = no result given.
SMILES,SRC2 inh,TROY NFkB inh,NCOA3 inh,KKLEB cytotox,LMP1 NFkB inh,COUP-TFII inh,TWEAK-Fn14 inh,TRAIL sens C8,NR5A2 inv ag,CF NFkB block,SRC1 inh
Cc1cc(CNC(=O)c2cccc([N+](=O)[O-])c2C)c2ccccc2n1,26.9,49.0,34.2,-5.9,11.2,64.2*,25.9,20.0,38.6,-8.5,29.7
O=C(N/N=C/C(Br)=C\c1ccccc1)c1ccc2nc[nH]c2c1,-20.4,-26.9,-20.4,6.0,-13.1,-41.0,23.8,24.5,-22.5,25.6,-20.4
O=C(Nc1ccc(N2CCN(C(=O)c3cccs3)CC2)cc1)c1ccc([N+](=O)[O-])o1,-4.9,-10.7,-1.0,-55.5*,-51.1,-5.2,4.9,93.8*,60.0,107.1*,9.5
COc1ccc(Nc2cc(Nc3ccc(OC)cc3)ncn2)cc1,-15.4,-29.8,-8.2,2.8,-1.1,1.5,0.0,-11.7,-0.6,6.4,14.2
CCc1ccccc1Nc1nc(N)nc(CSCC(=O)Nc2ccc(C)c(C)c2)n1,-3.0,-17.5,15.7,2.3,-2.7,1.7,11.5,-7.0,-4.4,2.0,10.2
COc1ccc(CC(=O)Nc2ccc(-c3noc(-c4ccccc4OC)n3)cc2)cc1,-26.6,-16.6,-66.7,-15.5,0.2,3.9,-73.6,24.4,-54.5,14.3,-8.7
Cc1cc(C)c(NC(=S)N(Cc2cccnc2)Cc2ccco2)c(C)c1,-3.1,12.8,26.6,3.8,7.6,6.8,-1.5,-1.4,12.0,-7.8,10.6
COc1ccc(NC(=O)CSCC(=O)N(C)Cc2ccc(Cl)c(Cl)c2)cc1,15.2,3.6,-6.2,-28.5,-0.3,3.2,3.1,-0.1,-12.2,-6.0,-0.9
C/C(=N\n1cnnc1)c1ccc(C#N)cc1,-3.3,-13.8,9.7,13.5,4.3,3.3,-9.4,-8.2,3.3,-7.9,10.0
O=C(Nc1cc(F)ccc1F)N1CCN(c2ccnc3cc(Cl)ccc23)CC1,17.7,25.1,24.1,-4.1,33.0,24.1,2.4,4.7,20.1,7.2,-10.1
O=C(NCc1ccccc1)c1ccc(CN2CCC(Cc3ccccc3)CC2)cc1,6.6,-2.2,6.4,-2.2,/,12.7,-0.6,3.8,-5.0,-1.7,5.2
Cc1ccc(N(C(=O)CNC(=O)c2ccco2)C(C(=O)NC2CCCC2)c2cccnc2)cc1 (configuration not stated),2.1,-13.3,8.6,4.8,-10.2,10.6,22.1,6.9,9.6,-8.2,10.0
O=c1[nH]c2ccccc2nc1/C=C(\O)c1cccs1,-44.1,-66.0,-95.2,-32.9,-27.7,-40.6,-8.2,37.0,-118.6,-40.6,-128.3
Cc1cc(OC(=O)CNC(=O)OC(C)(C)C)c2c(C)cc(=O)oc2c1,-22.8,13.3,-11.9,-1.7,3.5,-7.6,9.4,-2.3,13.3,8.5,-1.1
CCCn1c(=O)c2c(c3ccccc31)OC(C)C(=O)N2 (configuration not stated),6.4,-6.3,-3.1,-2.1,-7.1,-1.4,8.1,-15.4,2.9,3.8,-1.4
COc1ccccc1CNC(=O)Cn1cc2c(n1)CCCC2,0.0,-22.0,0.3,-8.2,1.8,10.6,14.2,-10.1,-2.1,4.7,-1.2
C=CC[C@@H](CC(=O)N[C@H](CO)Cc1ccccc1)C(=O)N[C@H](COC(=O)[C@H](CC=C)CC(=O)OC(C)(C)C)Cc1c[nH]c2ccccc12,18.1,24.7,-3.9,-19.3,-2.2,14.6,21.9,-2.1,1.6,15.0,3.3
Cc1ccc(C)c(OCc2cc(C(=O)N3CC[C@@H]4CCCC[C@H]4C3)no2)c1,-33.0,-29.8,-46.1,0.7,-21.9,-5.0,-23.3,-11.5,-37.7,-22.6,-40.1
Oc1ccc(Nc2nc3ccccc3nc2Nc2ccc(O)cc2)cc1,/,-37.4,-1.0,-5.9,15.4,/,76.1*,32.1,-37.5,21.1,-101.0
COc1ccc(CC(=O)N/N=C/c2ccc(-c3cccc(C(=O)O)c3)o2)cc1OC,-11.2,-67.6,-26.5,-7.6,-22.0,-3.5,-19.3,0.2,-25.4,12.1,-64.6
Cc1occc1C(=O)N/N=C/C=C/c1ccccc1[N+](=O)[O-],-28.2,-50.1,-47.1,-1.3,-17.2,-28.3,1.5,-3.5,-81.5,-9.0,-36.3
COc1ccc(C2CC(c3cccs3)=NN2C(=O)c2ccccc2)cc1OC (configuration not stated),-26.0,14.7,3.6,5.3,-13.6,18.5,2.5,1.9,4.4,2.3,-0.6
O=c1c2ccccc2oc2cc(NCCCn3ccnc3)ccc12,-101.2,-39.7,-98.6,-22.0,-10.6,-73.8,13.3,49.1,-164.8,-12.1,-87.1
CC(=O)c1cccc(NC(=O)Cn2cnc(S(=O)(=O)N3CCOCC3)c2)c1,/,12.4,-8.1,12.2,-0.9,/,-6.2,-5.8,-12.2,-1.0,-5.2
COc1ccc(COc2ccsc2C(=O)Nc2ccc(Cl)c(Cl)c2)cc1,2.0,-8.6,0.9,-66.3*,8.8,1.9,-10.6,14.8,14.5,44.0,3.3

# 3 compounds from above, showing only NR5A2 inv ag and SRC2 inh:
canonical_smiles	NR5A2 inv ag	SRC2 inh
O=C(Nc1cc(F)ccc1F)N1CCN(c2ccnc3cc(Cl)ccc23)CC1	20.1	17.7
O=C(NCc1ccccc1)c1ccc(CN2CCC(Cc3ccccc3)CC2)cc1	-5.0	6.6
Cc1ccc(N(C(=O)CNC(=O)c2ccco2)C(C(=O)NC2CCCC2)c2cccnc2)cc1 (configuration not stated)	9.6	2.1

# The list goes on.
SMILES,SRC2 inh,TROY NFkB inh,NCOA3 inh,KKLEB cytotox,LMP1 NFkB inh,COUP-TFII inh,TWEAK-Fn14 inh,TRAIL sens C8,NR5A2 inv ag,CF NFkB block,SRC1 inh
CCOC(=O)C1CCCN(S(=O)(=O)c2ccc3c(c2)CC(C)N3C(=O)C2CC2)C1 (configuration not stated),11.0,15.4,0.3,8.1,7.7,2.9,-5.0,-0.2,10.9,6.0,2.7
Cc1ccc(NC(=O)c2ccc(-n3cncn3)c([N+](=O)[O-])c2)cc1,-1.0,-5.7,2.5,-4.7,3.7,3.3,15.8,-23.0,-23.0,10.3,-8.5
O=C(NCc1ccncc1)c1cccc(Cn2cc(Br)cn2)c1,-1.6,3.5,10.9,2.3,-17.4,11.4,3.7,-12.1,7.2,6.2,-38.6
COc1ccccc1/C=C/C(=O)NC(=S)Nc1ccc(S(=O)(=O)N(C)c2ccccc2)cc1,-32.5,-5.3,22.3,-5.1,-1.7,-2.8,-13.1,5.2,-1.2,5.0,1.9
CCOc1ccccc1C(=O)NC(C(=O)OCC(=O)Nc1nnc(-c2ccccc2)o1)C(C)C (configuration not stated),/,2.8,-13.4,3.0,4.5,/,0.8,5.4,8.7,-5.8,5.5
Cc1cc(Cl)ccc1NC(=S)NCC(O)c1ccccc1 (configuration not stated),-7.5,-21.4,-5.0,-4.0,-5.1,4.5,0.7,19.6,3.6,12.3,-8.5
O=C(Nc1cnn(Cc2ccc(F)cc2)c1)c1cnn2c(C(F)F)cc(-c3ccccc3)nc12,-40.4,-4.9,17.1,-8.4,0.4,-4.3,-7.8,8.1,1.4,20.1,-6.9
COCCNC(=O)CSc1nc2cc(OC)c(OC)cc2c(=O)n1CCc1ccc(S(N)(=O)=O)cc1,23.3,-4.7,3.1,2.1,-12.8,18.5,-7.5,1.3,2.1,0.2,-8.3
Cc1ccc(NC(=O)CSc2nnnn2C)cc1S(=O)(=O)N1CCCCC1,-6.4,7.5,18.0,1.3,-1.2,-7.0,6.0,2.0,10.6,3.5,9.7
COC(=O)c1ccc(NC(=O)C2CC(=O)N(c3cc(C)ccc3C)C2)cc1 (configuration not stated),4.5,4.0,-10.4,-6.0,-7.4,9.5,11.3,9.3,7.3,-1.3,-12.0
COc1ccc(NC(=O)COc2ccc(N(C)S(=O)(=O)c3ccc(Cl)cc3)cc2)cc1OC,13.9,16.7,28.5,-0.9,34.2,59.1*,48.4,16.4,41.0,-8.9,11.4
COc1ccc(CN(C)C(=O)c2cccc(NS(=O)(=O)c3ccccc3)c2)c(OC)c1,4.5,2.9,5.8,-11.2,0.2,-9.1,-1.5,5.6,22.2,-1.0,4.8
Cc1oc2cc(OC(C)C(=O)O)ccc2c(=O)c1Oc1ccccc1 (configuration not stated),2.5,-4.1,-8.6,-3.1,3.4,-12.4,3.2,10.2,9.3,1.2,6.4
CC(CNC(=O)C(=O)NC(C)CCc1ccccc1)Cc1ccccc1 (configuration not stated),-14.3,8.0,1.9,-0.3,-11.5,-6.7,9.0,11.6,9.6,-11.8,8.7
Cc1cc(OCC(=O)N(C)c2ccccc2)cc2c1C(=O)CC(C)(C)O2,1.1,-16.9,3.0,-5.5,5.8,-16.0,2.5,9.8,-13.3,-7.0,-15.6
NC(=O)CSc1cn(Cc2cccc(F)c2)c2ccccc12,3.7,-6.0,20.4,12.2,5.2,6.4,-6.8,-2.0,8.6,2.9,4.5
Cn1c(SCc2ccccc2)nnc1-c1cccs1,-40.9,-28.0,-32.2,-16.2,-16.8,-25.4,-27.6,2.6,-55.1,-2.1,-59.5
CC(=O)Nc1ccc(SCC(=O)c2cc(C)ccc2C)cc1,6.3,-10.3,-2.7,0.1,-5.3,-3.0,18.2,-9.7,1.4,10.1,-10.3
COc1ccc(C)cc1N(CC(=O)NC1CCCC1)C(=O)Cn1nnc(-c2ccc(C)o2)n1,0.3,14.5,3.8,4.7,0.0,21.9,36.1,3.3,23.8,-4.3,0.1
CCOc1ccc(S(=O)(=O)N2CCCC(C(=O)Nc3cccc(C)c3)C2)cc1 (configuration not stated),-22.8,9.0,-4.5,-1.2,7.6,-10.9,15.9,-19.2,-11.1,14.4,-40.8
CC(C)C(=O)N1CCCC1(C)C(=O)N(C)Cc1cccc2ccccc12 (configuration not stated),-12.9,-4.5,18.1,9.9,/,-1.4,-14.2,-6.1,-8.4,5.2,4.9
O=C(Nc1ccc(N2CCN(C(=O)c3ccco3)CC2)cc1)c1ccccc1F,-24.0,-17.7,1.7,5.0,0.7,-0.3,-12.1,26.3,-31.6,-4.8,7.1
COc1ccccc1NC(=O)NCCc1ccccc1,14.5,-10.0,2.8,22.0,-1.7,10.3,-7.5,4.6,-4.0,-6.4,10.8
CCOC(=O)N1CCC(NC(=O)c2ccc(N3CCC4(CC3)OCCO4)c([N+](=O)[O-])c2)CC1,13.2,13.1,9.3,-0.3,-7.4,25.8,7.1,-3.5,-2.5,-0.2,-10.2
O=C1/C(=C\c2cccnc2)Sc2ccccc21,-25.7,-7.6,-44.4,6.5,-9.2,-15.4,-5.7,-12.4,-17.5,-27.3,-46.1
O=C(Cn1c2ccccc2c(=O)c2ccccc21)Nc1cccc(F)c1,-8.1,9.0,16.9,-0.6,-4.3,-3.9,-7.9,-13.8,-9.4,-7.8,8.8
O=C1CC(C(=O)O)S/C(=N\NC(=O)c2ccc(F)cc2)N1 (configuration not stated),2.8,-6.1,15.1,15.9,-0.7,2.8,4.5,-1.9,-6.7,2.1,-2.0
CCOC(=O)N1CCN(C(=O)c2ccc(Cl)c(S(=O)(=O)N3CCOCC3)c2)CC1,1.6,-0.3,-4.7,8.0,-10.2,0.0,-4.2,-15.9,6.9,-4.1,-13.8
